# Screens from PubChem.
# GLS inh: glutaminase GLS (human) inhibition; O94925; GLS enzymatic activity, qHTS titration; Potency, µM (doses to about 45.5 µM), without a hit: at the highest dose activity change, negative = inhibition, usual class: inhibitors; 0.21% of 410,000 active; also: % is scaled to controls: 0 for no effect and ±100 for the full control effect
#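 Coupled fluorescence readout: glutamate oxidase/HRP/Amplex Red detect glutamate formed by hKGA from L-glutamine (1 mM solution added). Buffer 45 mM KH2PO4 pH 8.2, 0.02% Tween-20; reads at t0 and 30 min RT.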
# 12-LOX inh: inhibitors of human 12S-lipoxygenase ALOX12. 1.1% of 580,000 active. purified 12hLO, xylenol orange hydroperoxide absorbance. AID 1671190. P18054. Potency, µM (titrated, usually from 108 µM), inactives show top-dose activity change, negative = inhibition, most hits filed as inhibitors; also: % is scaled to controls: 0 for no effect and ±100 for the full control effect
#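 Purified human 12hLO (150 nM final) in 25 mM Hepes, 0.01% Triton X-100, pH 7.0 was preincubated 15 min at room temperature with compound. Then 40 uM arachidonic acid was added, 30 min. Hydroperoxide was read by Fe-XO absorbance ratio 573/405 nm.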
# TrxR1 inh: blocks rat thioredoxin reductase 1. O89049. recombinant rTrxR1, NADPH fluorescence consumption, selenite substrate. Potency, µM (highest dose often 114 µM), without a hit: top-dose activity change, negative = inhibition, actives largely listed as inhibitors. 1% of 390,000 active. AID 588453; also: % is scaled to controls: 0 for no effect and ±100 for the full control effect; nearly all actives have a fitted effect of over 65% in size
# Target sequence (O89049 whole entry, looked up): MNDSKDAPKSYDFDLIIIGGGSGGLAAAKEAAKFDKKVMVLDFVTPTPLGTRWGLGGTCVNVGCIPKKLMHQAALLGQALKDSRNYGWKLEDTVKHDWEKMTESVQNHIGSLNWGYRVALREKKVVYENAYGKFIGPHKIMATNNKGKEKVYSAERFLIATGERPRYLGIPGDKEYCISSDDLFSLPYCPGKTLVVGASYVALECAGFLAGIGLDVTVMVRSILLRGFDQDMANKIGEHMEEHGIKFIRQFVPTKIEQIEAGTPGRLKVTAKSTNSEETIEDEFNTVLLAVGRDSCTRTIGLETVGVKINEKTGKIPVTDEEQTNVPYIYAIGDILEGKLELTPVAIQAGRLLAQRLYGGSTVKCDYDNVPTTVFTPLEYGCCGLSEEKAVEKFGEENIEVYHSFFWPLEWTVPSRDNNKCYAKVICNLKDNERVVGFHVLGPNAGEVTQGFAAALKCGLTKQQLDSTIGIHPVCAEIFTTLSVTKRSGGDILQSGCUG
#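 Rat TrxR1 (90 nM in the dispensed reagent) was pre-reduced with 400 uM NADPH for 5 min at room temperature, then incubated with compound for 15 min. After 400 uM selenite was added, NADPH fluorescence (Ex 340/Em 450 nm) was followed for 8 min.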
# JMJD2A Tudor inh: inhibitors of human JMJD2A Tudor domain. 4.4% of 390,000 active. O75164. AID 504339. Potency, µM (top dose mostly 114 µM), without a hit: at the highest dose activity change, negative = inhibition, most hits filed as inhibitors. AlphaScreen JMJD2A-Tudor / H3K4me3 peptide binding; also: % is scaled to controls: 0 for no effect and ±100 for the full control effect; nearly all actives have a fitted effect of over 50% in size
# RGS4 inhibitor: blocks human RGS4-accelerated GTP hydrolysis. Potency, µM (titrated, usually from 114 µM), for the others: at the highest dose activity change, negative = inhibition, hits mostly inhibitors. 0.039% of 390,000 active. Transcreener GDP fluorescence polarization, RGS4-accelerated GTP hydrolysis. P49798; also: % is scaled to controls: 0 for no effect and ±100 for the full control effect; nearly all actives have a fitted effect of over 75% in size; some results filed as inactive show a strong effect at the top dose
# Target sequence (P49798 whole entry, looked up): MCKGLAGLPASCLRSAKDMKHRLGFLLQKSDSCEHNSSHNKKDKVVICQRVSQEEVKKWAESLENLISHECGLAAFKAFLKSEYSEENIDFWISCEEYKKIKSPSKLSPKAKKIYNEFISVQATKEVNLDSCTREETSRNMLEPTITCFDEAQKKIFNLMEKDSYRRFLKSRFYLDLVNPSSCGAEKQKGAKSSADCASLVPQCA
#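 MLSMR compounds (23 nl, pin-transferred) preincubated 10 min at room temperature with a 500nM (2x) first reagent, then RGS4 at 900nM (2x) plus Transcreener GDP mix added; fluorescence polarization (620/688 nm) read before and after 90 min at 30 °C.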
# PGK inhibitor: T. brucei PGK inhibition; P07378; PGK/GAPDH coupled, Kinase-Glo luminescence, 60 min; Potency, µM (highest dose often 57.5 µM), for inactives: top-dose activity change, negative = inhibition, most hits filed as inhibitors; 0.043% of 380,000 active; also: % is scaled to controls: 0 for no effect and ±100 for the full control effect; nearly all actives have a fitted effect of over 60% in size
#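 Luminescent ATP detection (Kinase-Glo Plus) follows a 60-minute room-temperature incubation, with wells lacking PGK as controls. Buffer: 100 mM TEA (pH 7.6), 5 mM MgCl2, 0.01% Tween-20. Coupling enzyme GAPDH (100 nM final) supplies unstable 1,3-BPG in-well.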
# ERG Ets-DNA blk: ERG Ets/DNA interaction inhibition | fluorescence polarization, His-ERG Ets domain / labelled DNA | Potency, µM (highest dose often 76.9 µM), for the others: at the top dose FP activity, negative = inhibition, actives largely listed as inhibitors | 0.028% of 370,000 active | AID 624246; active = well fitted inhibition curve with a large enough effect in the polarisation, with a control signal flat; inconclusive = small, poorly fitted or top-dose-only effect, or effect the other way, or a change in a side signal; inactive = no such curve, though single readings can be large or run the other way; the % refers to the polarisation;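 also: polarization taken with two DNA probes labelled with fluorescein and Texas red; % of control where 0% means no effect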
#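 His-tagged ERG Ets domain (1 uM in the protein solution; 300mM KCl, 50mM Tris-HCl, 1mM EDTA, 1mM DTT, pH 7.5) received compound, then a probe mix of 5 nM fluorescein-DNA and 100nM Texas-615-DNA. Fluorescence polarization was read for both dyes.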
# Pin1 inh: inhibitors of human Pin1; AID 504891; Pin1 FP peptide displacement, HiFluor488, 10 min; Q13526; Potency, µM (top dose mostly 115 µM), for inactives: top-dose activity, negative = inhibition, most hits filed as inhibitors; 0.009% of 390,000 active; active = well fitted inhibition curve with a large enough effect in the polarisation, with a control signal flat, not every such curve was filed as active; inconclusive = small, poorly fitted or top-dose-only effect, or effect the other way, or a change in a side signal; inactive = no such curve, though single readings can be large or run the other way; the % refers to the polarisation; also: % is scaled to controls: 0 for no effect and ±100 for the full control effect
# HP1b binding inh: blocks HP1-beta chromodomain binding to methylated histone tails; AlphaScreen HP1-beta / biotin-H3K9me3 peptide binding; Potency, µM (titrated, usually from 114 µM), inactives show at the highest dose activity change, negative = inhibition, actives largely listed as inhibitors; 0.56% of 390,000 active; AID 540317; also: nearly all actives have a fitted effect of over 70% in size; inactives centre near 23
# Target sequence (P83916 whole entry, looked up): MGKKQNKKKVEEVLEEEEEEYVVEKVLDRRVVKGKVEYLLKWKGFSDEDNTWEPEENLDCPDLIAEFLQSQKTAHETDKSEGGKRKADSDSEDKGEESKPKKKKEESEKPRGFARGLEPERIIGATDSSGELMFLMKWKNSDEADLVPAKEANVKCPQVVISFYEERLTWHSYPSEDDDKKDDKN
#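 AlphaScreen: HP1-beta (50 nM) preformed 30 min with biotin-H3(1-18)K9me3 peptide (50 nM) in PBS pH 7.4, 0.01% Tween-20. Compound added for 30 min at RT, then streptavidin donor/nickel chelate acceptor beads (10 ug/mL) for 30 min.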
# Active calls of the source: *; i = inactive; ? = inconclusive; . = no result given; [ ] = dose if it differs, or a comment. Unless noted, calls follow the shape of the dose curve; as a rule, active = well fitted curve in the direction sought with a large enough effect; inconclusive = small, poorly fitted or top-dose-only effect, or another doubt; inactive = no such curve, though single readings can be large; an effect the other way counts as inactive or inconclusive. Potency is read from the fitted curve at half-maximal effect. A portion of the library. The share of hits here may be higher or lower than overall.
# The first 3 entries, to show the layout:
SMILES,GLS inh,12-LOX inh,TrxR1 inh,JMJD2A Tudor inh,RGS4 inhibitor,PGK inhibitor,ERG Ets-DNA blk,Pin1 inh,HP1b binding inh
NS(=O)(=O)c1cccc(NC(=O)CCCNC(=O)c2ccc(Cl)cc2)c1,4%,-29%,-1%,-10%,-11%,2%,8%,-1%,18%
CC(C)(C)OC(=O)[C@H](CCCCN)NC(=O)c1nc[nH]c1C(=O)N[C@@H](CCCCN)C(=O)OC(C)(C)C,-2%,14%,-6%,50µM*,-24%,i,3%,2%,46%[activator]
CC1CC(Nc2ccccc2)c2ccccc2N1C(=O)c1ccncc1 (stereo unspecified),-12%,7%,28%[57.1 µM],-9%,-6%,-2%,5%,-2%,23%

# Main list, previewed entries included:
SMILES,GLS inh,12-LOX inh,TrxR1 inh,JMJD2A Tudor inh,RGS4 inhibitor,PGK inhibitor,ERG Ets-DNA blk,Pin1 inh,HP1b binding inh
NS(=O)(=O)c1cccc(NC(=O)CCCNC(=O)c2ccc(Cl)cc2)c1,4%,-29%,-1%,-10%,-11%,2%,8%,-1%,18%
CC(C)(C)OC(=O)[C@H](CCCCN)NC(=O)c1nc[nH]c1C(=O)N[C@@H](CCCCN)C(=O)OC(C)(C)C,-2%,14%,-6%,50µM*,-24%,i,3%,2%,46%[activator]
CC1CC(Nc2ccccc2)c2ccccc2N1C(=O)c1ccncc1 (stereo unspecified),-12%,7%,28%[57.1 µM],-9%,-6%,-2%,5%,-2%,23%
O=C(Cc1nn[nH]n1)c1ccccc1O,-2%,-2%,-8%[11.4 µM],45µM*,1%,-5%,8%,-4%,-9%
CCOC(=O)c1c(C)n(C)c2ccc(OCC(O)CN3CCC(C)CC3)cc12 (stereo unspecified),-2%,-9%,23%,-23%,-5%,-17%,4%,-2%,36%[activator]
O=C1COc2ccc(C(=O)CSc3ccc(Br)cc3)cc2N1,-5%,-12%,21%,-5%,-29%,i,3%,-5%,35%
CCOC(=O)C1CCCN(C(=O)CN(c2ccc(OC)cc2)S(=O)(=O)c2c(C)noc2C)C1 (stereo unspecified),3%,10%,14%,-20%,-40%,-6%,0%,-9%,-13%
COc1ccc(NC(=O)Cc2coc3ccc4ccccc4c23)cc1S(=O)(=O)N1CCOCC1,4%,?,16%,-32%,-45%,-3%,-10%,29%,?
O=C(CSc1nnc(CNC(=O)c2ccco2)o1)c1ccc(Cl)cc1,0%,0%,-31%,-11%[11.4 µM],8%[11.4 µM],0%,1%,0%,-21%
COC(=O)CNc1nc(OC)nc(N(C)C)n1,10%,.,24%[57.1 µM],-11%,?,-8%,13%,-2%,1%
COc1cc(NC(=O)c2ccco2)c(OC)cc1NC(=O)CSc1nnc(-c2cccs2)n1C,2%,0%,13%[57.1 µM],-32%,?,-1%,7%,24%,8%
O=C(/C=C/c1ccccc1)NC1CC2CCC1C2 (stereo unspecified),-8%,6%,-11%,6%,-11%,6%,-1%,-4%,21%
Cc1ccc(N(C(=O)Cn2nnc(-c3ccc(C)o3)n2)C(C(=O)NC2CCCC2)c2ccco2)cc1 (stereo unspecified),0%,0%,27%,-11%,-9%,-12%,-3%,6%,2%
NC(CC(=O)O)c1cccc(OCc2ccccc2)c1 (stereo unspecified),0%,?,24%[57.1 µM],-19%,-6%,-7%,6%,-4%,7%
Cn1nc(-c2ccccc2)cc1NC(=O)C1CCCCC1,-14%,-9%,0%,6%,-2%,-5%,9%,2%,26%
O=C(COC(=O)c1ccccc1O)NC1CCCc2ccccc21 (stereo unspecified),1%,3%,18%,5%,13%,-1%,-8%,6%,36%
CN(C)CCN(Cc1ccco1)C(=O)c1oc2ccccc2c1NC(=O)c1cccc(F)c1,-3%,-22%,13%,?,0%,-2%,0%,2%,20%
Cc1ccc(S(=O)(=O)c2nnn3c2nc(NCc2cccs2)c2sccc23)cc1,2%,-17%,55%[activator],?,-40%,-8%,1%,?,55%[activator]
O=S(=O)(c1cc(F)ccc1F)N1CCN(c2ccccn2)CC1,-2%,0%,14%,-7%,6%,-8%,6%,1%,28%
O=C(CNC(=O)c1ccc(Cl)cc1)NC1CCCCC1,-1%,i,57%[activator],-29%,-16%,-2%,9%,1%,24%
COc1ccc(-c2nnc(NC(=O)c3ccccc3C)o2)cc1,-3%,8%,-4%,-21%,-27%,-14%,-10%,-2%,49%[activator]
Cc1ccc(NC(=O)CCn2c(=O)c3cccn3c3ccccc32)cc1Cl,8%,-14%,12%,-9%,-7%,-2%,1%,-9%,24%
Cc1ccc(C)c(NC(=O)CN(C)C(=O)c2ccc3c(=O)n4c(nc3c2)CCC4)c1,0%,15%,-10%,5%,-19%,0%,7%,-3%,32%
CCC1CN(C(=O)N2CCC(C(=O)NCCc3ccccc3)CC2)c2ccccc2O1 (stereo unspecified),2%,5%,0%,-15%,-12%,6%,-4%,-1%,34%[activator]
CCOC(=O)C1(CC2CC2)CCN(C(=O)c2ocnc2C)CC1,-3%,-3%,22%,-25%,4%,-6%,23%,-8%,32%
Cc1cc(C)cc(C(=O)NC(CC(N)=O)c2ccc(N3CCCCCC3)c([N+](=O)[O-])c2)c1 (stereo unspecified),-10%,-4%,8%[57.1 µM],?,0%,-7%,-1%,1%,14%
CC(NC(=O)COC(=O)C1CSC2(C)CCC(=O)N12)C12CC3CC(CC(C3)C1)C2 (stereo unspecified),-3%,1%,10%,-12%,14%,-7%,6%,-9%,11%
Cn1c(=O)[nH]c(=O)c2c1[nH]c(=S)n2CCCc1ccccc1,?,?,-15%,3.2µM*,?,-8%,?,-1%,10µM*
O=C(CSc1ccc(-c2cccs2)nn1)N1CCCCCC1,-2%,-17%,-17%,-1%,-29%,-10%,.,-1%,41%[activator]
COc1ccccc1CNS(=O)(=O)c1ccc(F)c(C(=O)Nc2cc(Cl)ccc2OC)c1,3%,-21%,11%[57.1 µM],-25%,20%,0%,1%,14%,38%
Cc1noc(C)c1COc1ccc(C(=O)Nc2ccccn2)cc1,8%,?,6%,-14%,-6%,i,-1%,-8%,21%
Cc1ccc(S(=O)(=O)CC(=O)Nc2ccc(S(=O)(=O)Nc3ccccn3)cc2)cc1,-4%,?,15%,4%,-6%,-9%,-2%,6%,45%[activator]
CCCOc1ccc(C2C(=O)N(C3CCCCCC3)CC(=O)N2CCCOCC)cc1OC (stereo unspecified),2%,-14%,30%[57.1 µM],-15%,6%,i,-1%,5%,11%
CSc1nnc(C(C)(C)C)c(=O)n1/N=C/c1ccc(Cl)cc1,8%,0%,22%[57.1 µM],-22%,-17%,-5%,2%,1%,40%[activator]
S=c1sc2c(Cl)ncnc2n1-c1ccccc1,7%,-13%,16µM*,1%,-17%[56.9 µM],0%,4%,-1%,26%
Cn1nnc2c(N3CCN(c4cccc(Cl)c4)CC3)ncnc21,-11%,-25%,35%[57.1 µM],-15%,6%,-5%,7%,-5%,1%

# A draw from above in order of heavy-atom count, lowest first.
SMILES,GLS inh,12-LOX inh,TrxR1 inh,JMJD2A Tudor inh,RGS4 inhibitor,PGK inhibitor,ERG Ets-DNA blk,Pin1 inh,HP1b binding inh
S=c1sc2c(Cl)ncnc2n1-c1ccccc1,7%,-13%,16µM*,1%,-17%[56.9 µM],0%,4%,-1%,26%
O=C(CSc1ccc(-c2cccs2)nn1)N1CCCCCC1,-2%,-17%,-17%,-1%,-29%,-10%,.,-1%,41%[activator]
CCOC(=O)C1(CC2CC2)CCN(C(=O)c2ocnc2C)CC1,-3%,-3%,22%,-25%,4%,-6%,23%,-8%,32%
CC(NC(=O)COC(=O)C1CSC2(C)CCC(=O)N12)C12CC3CC(CC(C3)C1)C2 (stereo unspecified),-3%,1%,10%,-12%,14%,-7%,6%,-9%,11%
Cc1ccc(S(=O)(=O)CC(=O)Nc2ccc(S(=O)(=O)Nc3ccccn3)cc2)cc1,-4%,?,15%,4%,-6%,-9%,-2%,6%,45%[activator]
